Screens deposited in PubChem by several laboratories.
Redox H2O2 prof – compounds producing H2O2 with reducing agent – biochemical, NIH compound library profiling, artefact control for MLSCN library redox annotation, primary screen; DTT-dependent redox cycling H2O2, phenol red/HRP absorbance; 100% = 100 µM peroxide control, 0% = buffer; activation, % at 10 µM; 200,000 tested, 0.03% active; AID 878, 2007;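 active = activation of at least 50% relative to the plate's high and low controls in the primary single-dose screen; inactive = activation below 50%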;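 also: compound incubated with DTT at 0.8 mM final as the reducing agent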
ROMK mod – ROMK potassium channel modulators, primary screen, cell-based, thallium flux, MLSMR library; ATP-sensitive inward rectifier potassium channel 1 (Homo sapiens), P48048; Tet-inducible ROMK, thallium flux fluorescence; actives lie on both sides; B-score at 10 µM; 130,000 tested, 2% active; AID 1918, 2009;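 active = signal ratio slope over the read window, or its plate-corrected B-score, at least 3 SD from the plate mean, either direction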;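 also: B-score of the F/F0 ratio slope over 7 to 12 s after thallium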
PPARg SRC3 recr – PPARgamma agonists recruiting SRC-3 coactivator, primary screen, biochemical. biochemical PPARgamma/SRC-3 coactivator recruitment assay. activation, % at 8 µM. Peroxisome proliferator-activated receptor gamma (Homo sapiens), P37231. AID 731, 2007. 200,000 tested, 0.26% active; in the data active = activation above about 23%;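 also: 0% = DMSO and 100% = reference agonist; some compounds past the cut are filed as inactive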
Target sequence (P37231 whole entry, looked up): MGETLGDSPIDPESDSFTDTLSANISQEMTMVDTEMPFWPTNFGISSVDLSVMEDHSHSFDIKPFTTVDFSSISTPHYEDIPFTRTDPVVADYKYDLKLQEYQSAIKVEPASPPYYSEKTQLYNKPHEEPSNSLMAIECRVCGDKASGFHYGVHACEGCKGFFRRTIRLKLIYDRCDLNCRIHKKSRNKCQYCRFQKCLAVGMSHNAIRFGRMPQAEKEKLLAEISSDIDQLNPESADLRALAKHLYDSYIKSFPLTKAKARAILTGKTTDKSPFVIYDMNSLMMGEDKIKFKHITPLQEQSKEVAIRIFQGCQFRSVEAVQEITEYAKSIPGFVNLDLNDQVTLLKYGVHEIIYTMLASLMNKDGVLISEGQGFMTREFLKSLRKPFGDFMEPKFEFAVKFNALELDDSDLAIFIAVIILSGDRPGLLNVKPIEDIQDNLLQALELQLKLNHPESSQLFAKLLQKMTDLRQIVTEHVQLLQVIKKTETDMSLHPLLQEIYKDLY
PPARg SRC-2 ag – agonists of PPARg-SRC-2 recruitment, primary screen, biochemical, HTS. activation, % at 8 µM. PPARgamma LBD-SRC-2 recruitment. 200,000 tested, 0.34% active; in the data active = activation above about 22%;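 also: 0% = vehicle and 100% = reference agonist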
Efa HMGR inh – inhibitors of E. faecalis class II HMGR, primary screen, biochemical, Enterococcus faecalis; 190,000 tested, 0.41% active; inhibition, % at 10 µM; HMG-CoA reductase (Enterococcus faecalis, mvaE); purified E. faecalis HMGR, NADPH absorbance 340 nm kinetic;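 active = inhibition above a set limit, the median over all tested compounds plus 3 SD, cut at about 9.5% in these data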;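 also: enzyme runs in reverse so mevalonate oxidation gives rising NADPH absorbance; 0% = complete reaction with DMSO and 100% = background rate lacking mevalonate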
L major viab – Leishmania major promastigote growth inhibition, primary screen; Leishmania major promastigotes, resazurin fluorescence viability; inhibition, % at 10 µM; 200,000 tested, 9% active; AID 1063, 2008; in the data active = inhibition above about 50%;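 also: promastigotes grown with compound for 44 hours at 28 °C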
bIAP inhibitor – bovine intestinal alkaline phosphatase inhibitors, primary screen, selectivity assay for TNAP inhibitor project, biochemical, bovine IAP, CDP-star luminescence. alkaline phosphatase, intestinal [Bos taurus]. purified bovine IAP, 30 min. inhibition, % at 20 µM. 190,000 tested, under 10 active;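 active = over 50% inhibition of intestinal alkaline phosphatase at 20 µM in the single-dose screen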
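System: Purified bovine intestinal alkaline phosphatase (IAP) enzyme | Input: IAP diluted 1/65,000,000 in the well | Also added: CDP-star chemiluminescent phosphatase substrate, 30 µM final | Dosing: 20 µM single dose | Times: Enzyme reaction for 30 min at room temperature | Detection: Luminescence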
RAM network inh – inhibitors of the yeast RAM network, primary screen, dse1pr::URA3 reporter, 5-FOA selection; inhibition, % at 50 µM; S. cerevisiae dse1pr::URA3 reporter, 5-FOA growth OD615, 2 d; analog-sensitive cbk1-as2 kinase mutant strain; AID 868, 2007; 190,000 tested, 1.8% active;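 active = inhibition above a set limit, 3 SD over mean compound inhibition, cut at about 8.4% in these data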;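 also: 0% = DMSO-only wells with no growth and 100% = 10 µM 1-NA-PP1 full growth; inhibition rescues growth on 5-FOA so higher OD means more RAM inhibition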
PPARg SRC-1 ag – PPARgamma agonists recruiting SRC-1 coactivator, primary screen, biochemical | Peroxisome proliferator-activated receptor gamma (Homo sapiens), P37231 | PPARgamma-SRC-1 coactivator recruitment biochemical assay | activation, % at 8 µM | 200,000 tested, 0.41% active | AID 631, 2007; in the data active = activation above about 19%;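 also: 0% = DMSO and 100% = reference agonist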
S1P3 antagonist – S1P3 receptor antagonists, primary screen, cell-based; CHO S1P3 NFAT-BLA reporter, FRET fluorescence, antagonist mode; 170,000 tested, 0.27% active; Sphingosine 1-phosphate receptor 3 (Homo sapiens), Q99500; inhibition, % at 4.98 µM;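 active = inhibition above the plate cutoff, the mean inhibition of test wells on that plate plus 3 SD, cut at about 28% in these data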;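 also: cells challenged with S1P at its EC80 of 0.8 µM; blue over green emission ratio from cleaved BLA substrate after 4 h stimulation; 0% = S1P-stimulated wells and 100% = unstimulated DMSO-only wells; some compounds past the cut are filed as inactive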
Target sequence (Q99500 whole entry, looked up): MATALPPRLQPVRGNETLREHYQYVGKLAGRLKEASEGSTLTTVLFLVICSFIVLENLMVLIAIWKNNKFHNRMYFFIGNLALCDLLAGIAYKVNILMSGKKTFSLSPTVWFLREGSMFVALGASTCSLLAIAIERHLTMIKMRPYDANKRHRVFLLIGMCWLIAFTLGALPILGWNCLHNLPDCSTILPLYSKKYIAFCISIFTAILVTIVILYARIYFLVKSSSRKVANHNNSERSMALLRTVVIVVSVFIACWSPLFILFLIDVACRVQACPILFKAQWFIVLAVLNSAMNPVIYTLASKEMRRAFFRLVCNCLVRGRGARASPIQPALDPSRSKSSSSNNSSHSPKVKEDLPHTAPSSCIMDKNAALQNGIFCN
SRC2 TRFRET art – TR-FRET signal artefacts, primary screen, artefact control for PPARgamma SRC-2 agonist project, biochemical | TR-FRET ratio at 8 µM | TR-FRET artefact counter-screen; stronger effect = higher value | 200,000 tested, 0.4% active | AID 1049, 2008; in the data active = TR-FRET ratio above about 2000; also: inactives centre near 1500
* = called active by the depositor; nt = no result given.

SMILES	Redox H2O2 prof	ROMK mod	PPARg SRC3 recr	PPARg SRC-2 ag	Efa HMGR inh	L major viab	bIAP inhibitor	RAM network inh	PPARg SRC-1 ag	S1P3 antagonist	SRC2 TRFRET art
O=C(/C=C/c1ccccc1)OCCCN=C1NS(=O)(=O)c2ccccc21	-0.4	0.94	2	-3	-1	9	-3	0.8	0	6	1697
NC(=O)CSc1nnc2sc3ccccc3n12	2.4	nt	-4	3	-4	-4	-1	0.7	4	-22	1592
N#C/C(=C(\O)C(F)(F)F)c1nnc2n1CCCCC2	-2.4	0.036	-1	-3	0	-2	-2	0.5	-4	-13	1499
COc1cc(NS(=O)(=O)c2ccc(NC(=O)/C=C/c3cccc([N+](=O)[O-])c3)cc2)ncn1	-0.7	0.083	1	9	-7	-2	0	8.9*	6	6	1627
COCCn1c(=S)[nH]c2cc(C(=O)N3CCN(c4ccc(F)cc4)CC3)ccc2c1=O	0.4	-1.5	-9	6	-4	-7	7	7.3	0	nt	1552
COc1cc([N+](=O)[O-])cc(/C=N/NC(=O)C(C)Nc2cccc3ccccc23)c1O (stereo not drawn)	0.2	nt	-1	7	-1	-11	17	0.9	2	-20	1595
Cc1ccc2nc(NC(=O)C3CCCN(S(=O)(=O)c4cccnc4)C3)sc2c1 (stereo not drawn)	-2.8	nt	2	-2	1	19	17	1.6	2	4	1563
c1ccc2c(c1)[nH]c1nc3nncn3nc12	-0.5	nt	9	5	-1	13	10	1.7	6	-6	1707
COc1ccc(N(C(=O)c2ccccc2)S(=O)(=O)c2cccs2)cc1	-0.5	-0.74	3	8	0	6	1	6.8	0	-14	1466
Cc1cc(C(=O)CSc2nnc(Nc3ccccc3)s2)c(C)n1CC1CCCO1 (stereo not drawn)	0.2	nt	7	-2	-3	9	10	2.9	5	-20	1563
Cc1ccc(CSCC(=O)N2CCOCC2)cc1	0.0	-1.1	0	8	-6	-5	7	0.1	5	nt	1481
Cc1cccc(Cn2c(=O)n(CCCC(=O)NCc3ccco3)c(=O)c3ccccc32)c1	0.2	0.31	2	4	-1	17	10	7.1	7	14	1674
CCn1c(SCC(=O)Nc2c(C)n(C)n(-c3ccccc3)c2=O)nnc1-c1cccc(C)c1	2.3	-0.011	-9	2	4	-5	-6	0.9	1	-12	1438
Nc1nc(SCC(=O)N2CCc3ccccc32)[nH]c(=O)c1-c1ccccc1	2.0	0.42	9	-4	-2	-1	-1	-0.1	0	-28	1562
CCC(C(=O)Nc1ccccc1OC)n1c(C(=O)OC)cc2ccsc21 (stereo not drawn)	0.9	nt	1	2	-1	29	12	6.1	-2	-12	1485
CCOC(=O)Cc1nnc(NC(=O)CSc2ccc(C)cc2)s1	1.6	nt	1	-2	-7	-4	-1	4.3	4	nt	1529
CCc1nn(C(C)C(=O)N2CCc3ccccc3C2)c(=O)c2cc3occc3n12 (stereo not drawn)	-0.4	nt	2	-7	-10	-5	5	2.6	0	-7	1697
CC(=O)O[C@]1(C(C)=O)CC[C@H]2[C@@H]3C[C@H](C)C4=CC(=O)CC[C@]4(C)[C@H]3CC[C@@]21C	0.3	-1.8	-1	-5	2	76*	10	-0.9	4	7	1596
CC(C)NS(=O)(=O)c1ccc(OCC(=O)NCCC2=CCCCC2)cc1	-0.1	-1.4	-2	1	1	36	20	1.9	-1	nt	1657
C/C(CC(=O)Nc1cc(C)ccn1)=N\NC(=O)c1ccc(C)cc1	8.2	-0.35	-5	-2	-3	-5	5	1.1	1	-11	1585
O=C(NCCN1CCOCC1)c1csc2c1CCCC2	0.7	0.16	15	6	2	3	5	2.8	9	4	1721
CCNc1ccc(C(=O)Nc2ccc3nc(C)sc3c2)cc1[N+](=O)[O-]	1.1	nt	-1	4	-5	5	3	0.8	-1	9	1416
Cn1cccc1C(=O)N1CCN(c2cccc(C(F)(F)F)c2)CC1	2.4	nt	5	-3	-1	50	-15	0.7	-1	-18	1730
CCn1ncc(C2=NOC(C(=O)NCc3ccc(OC)cc3)C2)c1C (stereo not drawn)	-0.8	nt	4	3	-4	2	14	0.1	1	11	1311
O=C(Nc1ccc(N2CCOCC2)cc1)Nc1ccc2nsnc2c1	-0.5	0.12	9	11	-4	32	-4	5.0	7	-16	1863
COc1ccc(NC(=O)CSc2nnc(-c3ccccc3)n2N)cc1	-0.6	nt	-1	5	-2	-4	12	2.3	0	nt	1461
Cc1[nH]c(=O)[nH]c(=O)c1S(=O)(=O)N1CCCC(C(=O)NCc2ccco2)C1 (stereo not drawn)	-0.5	1	2	7	-1	-3	14	1.6	-1	nt	1542
COc1ccc(-n2c(C)nn(CC3CC3)c2=O)cc1	-0.1	0.42	-3	6	0	-7	-5	0.2	-4	-1	1612
CN(C(=O)CC(=O)Nc1ccc(Cl)c(Cl)c1)c1ccccc1	-0.6	-0.041	1	-3	2	-1	-9	1.2	8	-14	1393
CC(=O)c1ccc(S(=O)(=O)Nc2ccc(-c3cn4c(n3)SCC4)cc2)cc1	-1.6	nt	6	2	-1	-3	-8	2.7	2	3	1426
CCNC(=O)C1CCCN(c2nc(C)cc(C)n2)C1 (stereo not drawn)	0.4	0.82	1	4	1	-6	8	1.9	5	-6	1594
CN(CC(=O)Nc1ccc(N2CCOCC2)cc1)CC(=O)Nc1ccc(C(F)(F)F)cc1	0.0	0.31	1	-1	3	7	12	2.5	2	-11	1550
COc1ccc(NC(=O)CN(C)S(=O)(=O)c2ccc(Cl)cc2)c([N+](=O)[O-])c1	2.5	nt	2	1	-4	-4	0	4.0	-2	nt	1400
Cn1c(=O)c([N+](=O)[O-])c(NCCc2ccccc2)c2ccccc21	0.0	nt	4	-6	0	31	12	2.2	-4	20	1405
Cc1nnc2ccc(-c3ccc(NS(C)(=O)=O)cc3)nn12	-0.7	0.21	-2	0	-5	-5	-2	4.7	-6	-15	1643
CCN(CC)c1ccc(NC(=O)CN2CCN(c3ccccc3F)CC2)cc1	-0.1	0.11	3	9	2	1	3	0.3	5	-9	1595
N=C1C(c2nc3ccccc3s2)=C(O)CN1NC(=O)c1ccc([N+](=O)[O-])cc1	-1.7	-3	4	6	2	-4	-22	3.5	4	-7	1453
CCCCN(CC)S(=O)(=O)c1c(C)[nH]c(=O)[nH]c1=O	-0.2	-0.42	0	3	2	-6	-12	1.4	-4	-6	1528
O=C(c1cc(COc2ccc(F)cc2Cl)on1)N(Cc1ccncc1)CC1CCCO1 (stereo not drawn)	-1.5	nt	4	4	-2	37	0	0.5	6	15	1620
CCCCn1nnnc1NCc1cccc(OC)c1OC	0.7	0.047	5	13	-7	1	6	1.7	10	-7	1528
C=CCn1c(SCC(=O)N(C)C2CCS(=O)(=O)C2)nnc1-c1ccncc1 (stereo not drawn)	-6.9	0.17	3	7	-5	-3	2	0.7	2	nt	1561
C=CCOc1ccc(NC(=O)C(=O)NCCCn2ccnc2)cc1	-3.3	nt	6	9	-2	1	11	0.0	2	nt	1676
CC(Sc1ncc(C#N)c(N)n1)C(=O)Nc1ccccc1 (stereo not drawn)	-0.2	nt	0	9	-2	-3	6	0.5	8	0	1741
Cc1cc(=O)[nH]c(SCC(=O)c2ccc(C)c(C)c2)n1	-4.1	-0.047	3	9	-7	-3	2	1.1	6	-38	1490
CCOc1ccc(C2=[N+]([O-])C(C)(C)N(O)C2(C)C)cc1	-3.9	-0.81	2	11	-3	-4	1	0.6	0	-1	1581
O=C(Nc1ccc(O)c(-c2nc3ccccc3o2)c1)C1(c2ccccc2)CCCC1	-6.9	0.014	7	9	0	-4	-16	2.1	2	nt	1732
CC1CCCCN1S(=O)(=O)c1ccc(C(=O)Nc2nnc(-c3ccccn3)o2)cc1 (stereo not drawn)	-0.4	-0.8	0	-4	2	6	0	4.7	3	-16	1495
CCCc1cc(C(=O)Nc2ccccc2SC)no1	-0.6	nt	6	5	-4	-1	17	1.7	10	-10	1620
O=C(CSc1ccc(-c2ccco2)nn1)NCc1ccccc1	0.2	-0.67	0	6	-1	33	-3	-0.1	3	-8	1494
O=C1CN(C(=O)COC(=O)c2cccc(S(=O)(=O)NCc3ccccc3)c2)c2ccccc2N1	1.4	-0.33	7	6	1	-2	7	1.9	4	nt	1647

Part of the list above in order of formula weight, lowest first.
SMILES	Redox H2O2 prof	ROMK mod	PPARg SRC3 recr	PPARg SRC-2 ag	Efa HMGR inh	L major viab	bIAP inhibitor	RAM network inh	PPARg SRC-1 ag	S1P3 antagonist	SRC2 TRFRET art
CCCc1cc(C(=O)Nc2ccccc2SC)no1	-0.6	nt	6	5	-4	-1	17	1.7	10	-10	1620
Cc1cc(=O)[nH]c(SCC(=O)c2ccc(C)c(C)c2)n1	-4.1	-0.047	3	9	-7	-3	2	1.1	6	-38	1490
CCCCn1nnnc1NCc1cccc(OC)c1OC	0.7	0.047	5	13	-7	1	6	1.7	10	-7	1528
O=C(CSc1ccc(-c2ccco2)nn1)NCc1ccccc1	0.2	-0.67	0	6	-1	33	-3	-0.1	3	-8	1494
C=CCOc1ccc(NC(=O)C(=O)NCCCn2ccnc2)cc1	-3.3	nt	6	9	-2	1	11	0.0	2	nt	1676
O=C(Nc1ccc(O)c(-c2nc3ccccc3o2)c1)C1(c2ccccc2)CCCC1	-6.9	0.014	7	9	0	-4	-16	2.1	2	nt	1732
C=CCn1c(SCC(=O)N(C)C2CCS(=O)(=O)C2)nnc1-c1ccncc1 (stereo not drawn)	-6.9	0.17	3	7	-5	-3	2	0.7	2	nt	1561
O=C1CN(C(=O)COC(=O)c2cccc(S(=O)(=O)NCc3ccccc3)c2)c2ccccc2N1	1.4	-0.33	7	6	1	-2	7	1.9	4	nt	1647

The order is random; 13% or so of the library scored in one or more.
